# Assay outcomes (PubChem BioAssay)
# GAA spleen mod – lysosomal alpha-glucosidase (human) modulation. human spleen homogenate, 4-MU-alpha-glucoside fluorescence. Potency, µM (series often up to 79.9 µM), inactives show at the highest dose activity change, negative = inhibition, hits mostly inhibitors. 240,000 compounds, 0.006% hits;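 further: 0% = enzyme with vehicle and -100% = no enzyme basal signal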
#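 Human spleen homogenate (1 ug) incubated with compounds and 1 mM 4-methylumbelliferyl-alpha-D-glucopyranoside in pH 5.0 citrate/phosphate buffer, 37 C, 40 min. Stopped at pH 10; 4-MU fluorescence (Ex 365/Em 440 nm); AC50 by Hill fit.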
# Tau fibril ThT – tau fibrillization inhibition (ThT binding); P10636; recombinant tau K18 P301L, heparin-induced fibrillization, ThT fluorescence; Potency, µM (highest dose often 57.4 µM), for the others: at the highest dose activity, negative = inhibition, actives largely listed as inhibitors; 270,000 compounds, 2.1% hits; AID 1460; further: on the % scale 0 is the no-effect control and ±100 the full control effect; nearly all actives have a fitted effect of over 55% in size
# Target sequence (P10636 561-689 P618L limits assumed): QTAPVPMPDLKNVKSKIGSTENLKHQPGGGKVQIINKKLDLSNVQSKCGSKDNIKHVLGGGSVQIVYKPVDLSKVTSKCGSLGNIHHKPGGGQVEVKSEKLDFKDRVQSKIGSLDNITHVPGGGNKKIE
#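 Tau K18 P301L fragment (15 uM unlabeled plus 0.24 uM Alexa 594-labeled) in 100 mM sodium acetate pH 7 with compound, fibrillization induced by 20 uM heparin for 6 hr at 37 C. Thioflavin T (30 uM) added, fluorescence read after 1 hr (ex 450, em 510 nm).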
# Tau fibril FP – blocks human tau fibril formation measured by polarization; P10636; Potency, µM (highest dose often 57.7 µM), without a hit: top-dose activity, negative = inhibition, usual class: inhibitors; 280,000 compounds, 0.39% hits; K18 P301L tau heparin fibrillization, Alexa594 FP, 6 h; AID 1468; further: on the % scale 0 is the no-effect control and ±100 the full control effect; nearly all actives have a fitted effect of over 55% in size
#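 Heparin (20 uM) drove fibril formation of recombinant tau K18 P301L, 15 uM unlabeled with 0.24 uM Alexa 594 label, for 6 hr at 37 C in 100 mM sodium acetate pH 7. Fluorescence polarization (555/632 nm) read 1 hr after 30 uM ThT.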
# HTT ATP protect – Huntington cell model cytoprotection by ATP luminescence; PC12 HTT-Q103 induced, cytoprotection, ATP luminescence, 40 h; Potency, µM (highest dose often 56.4 µM), for inactives: cytoprotection (ATP increase), hits mostly activators; 230,000 compounds, 0.14% hits; AID 1471;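 further: % of control where 0% means no effect; nearly all actives have a fitted effect of over 45% in size; toxic huntingtin expression switched on by the ecdysone agonist tebufenozide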
#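 Compounds were screened for protection of PC12 cells against cell death after tebufenozide induction (100 nM final) of mutant Huntingtin exon 1 (Q103) fused to GFP.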
# GAA inh – alpha-glucosidase (human) inhibition; P10253; purified human GAA, 4-MU-alpha-glucoside fluorescence; Potency, µM (series often up to 76.9 µM), for inactives: top-dose activity change, negative = inhibition, hits mostly inhibitors; 200,000 compounds, 0.005% hits; AID 1466;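 further: plate controls were uninhibited enzyme wells for no effect and no-enzyme background for full effect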
#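 Endpoint fluorogenic read: 20 min room-temperature reaction of 4 nM human alpha-glucosidase with 400 uM 4-methylumbelliferyl-alpha-D-pyranoside, pH 5.0, quenched with 1M NaOH/1M glycine pH 10. AC50 from Hill modeling.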
# GAA glycogen mod – GAA glycogen-cleavage inhibition or activation; recombinant GAA, glycogen substrate, Amplex Red glucose oxidase fluorescence; P10253; 300,000 compounds, 0.38% hits; Potency, µM (titrated, usually from 76.4 µM), inactives show at the highest dose activity change, negative = inhibition, actives largely listed as inhibitors;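 further: 0% = full enzyme reaction and -100% = no-enzyme basal signal; the screen sought inhibitors and activators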
#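 Recombinant human alpha-glucosidase (4 nM final) hydrolysed bovine liver glycogen (30 ug) for 40 min at 37 C in pH 5.0 citrate/phosphate with 0.01% Tween-20. Released glucose detected by glucose oxidase/Amplex Red, Ex 573/Em 610 nm. Compounds up to 77 uM; AC50 from Hill fits.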
# Tau fluor cs – counter-screen for tau fibril formation inhibitors. tau K18 P301L (four-repeat tau fragment) Alexa594 fluorescence, heparin fibrillization. Potency, µM (series often up to 57.7 µM), without a hit: at the top dose activity change, negative = decrease. 280,000 compounds, 0.93% hits. AID 1463; further: on the % scale 0 is the no-effect control and ±100 the full control effect; nearly all actives have a fitted effect of over 55% in size
#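 Human K18 P301L tau (15 uM unlabeled plus 0.24 uM Alexa 594-labeled, final) in 100 mM sodium acetate pH 7 was mixed with compound and 20 uM heparin and incubated 6 hr at 37 C.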
# aGal spleen mod – inhibits or activates alpha-galactosidase in human spleen homogenate | P06280 | human spleen homogenate, 4MU-alpha-Gal fluorescence, 40 min | Potency, µM (series often up to 80 µM), without a hit: at the highest dose activity change, negative = inhibition, most hits filed as inhibitors | 240,000 compounds, 0.008% hits | AID 2107;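 further: 0% = enzyme with vehicle and -100% = no enzyme basal signal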
# Target sequence (P06280 32-429 limits assumed): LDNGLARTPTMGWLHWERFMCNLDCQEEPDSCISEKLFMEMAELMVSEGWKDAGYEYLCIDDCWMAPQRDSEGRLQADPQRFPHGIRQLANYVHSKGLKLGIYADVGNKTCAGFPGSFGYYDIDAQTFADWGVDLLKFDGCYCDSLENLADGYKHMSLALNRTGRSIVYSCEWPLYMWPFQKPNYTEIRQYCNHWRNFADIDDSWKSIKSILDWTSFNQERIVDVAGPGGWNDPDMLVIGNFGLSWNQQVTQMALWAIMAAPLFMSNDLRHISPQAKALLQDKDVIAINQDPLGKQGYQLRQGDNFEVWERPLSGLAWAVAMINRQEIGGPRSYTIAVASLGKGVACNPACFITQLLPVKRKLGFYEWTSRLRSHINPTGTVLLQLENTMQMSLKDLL
#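 qHTS titration in buffer at pH 5.0. Alpha-galactosidase activity in spleen homogenate was measured via 4-methylumbelliferone release from 1 mM fluorogenic substrate after 40 min at 37C and a pH 10 stop. AC50 came from Hill fits of control-normalized data.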
# The depositor's hits bear a star; ? = inconclusive; · = no result given; [ ] = remark or other dose. The call rests on the fitted dose curve; in most records, active means well fitted curve in the direction sought with a large enough effect; inconclusive means small, poorly fitted or top-dose-only effect, or another doubt; inactive means no such curve, though single readings can be large; an effect the other way counts as inactive or inconclusive. Potency means the concentration at half of the fitted maximal effect.
smiles,GAA spleen mod,Tau fibril ThT,Tau fibril FP,HTT ATP protect,GAA inh,GAA glycogen mod,Tau fluor cs,aGal spleen mod
Cc1cc(/C=C2\NC(=O)NC2=O)c(C)n1-c1cccnc1,3.3%,-13.8%,1.6%,-13.5%[10 µM],·,2.1%,-6.9%,-0.2%
Cc1ccc(N2C(=O)CCC2(C(N)=O)c2ccccc2)cc1 (stereo unspecified),4.5%,5.7%,-5.8%,·,-7.3%,1.4%,3.4%,3.0%
Cc1oc(-c2ccccc2F)nc1CS(=O)(=O)CC(=O)N1CCOCC1,2.7%,-6.6%,2.9%,-11.8%,-3.8%,5.7%,-0.3%,12.8%
COCCNC(=O)C(c1ccc(C)o1)N(CC1CCCO1)C(=O)Cn1nnc2ccccc21 (stereo unspecified),0.1%,1.3%,-0.9%,2.3%[10 µM],-11.9%,7.4%,7.1%,0.6%
CCc1sc(/C=C(/C#N)C(N)=S)cc1[N+](=O)[O-],0.1%,28.2µM*,?,-5.6%,?,-13.7%,?,2.4%
Cn1cnnc1SCC(=O)NN1C(=O)NC(C)(c2ccccc2)C1=O (stereo unspecified),-5.8%,2.6%,1.9%,8.5%[10 µM],-9.6%,3.2%,5.5%,8.2%
CCCn1nnc(NC(=O)c2ccccc2Br)n1,4.6%,0.1%,-0.8%,9.3%,-10.0%,2.6%,3.9%,12.0%
c1ccc(Cn2nnnc2C(c2cccs2)N2CCc3ccccc3C2)cc1 (stereo unspecified),-11.9%,-9.3%,-8.5%,19.8%[10 µM],-1.3%,-4.9%,-21.9%,-13.6%
C=C(C)Cn1c(SCC(=O)c2ccc(OC)cc2)nc2sc3c(c2c1=O)CCCC3,·,-16.1%,?,·,·,21.7%[76.3 µM],-26.4%,·
OC(COc1ccccc1)CN1CCN(Cc2ccc3c(c2)OCO3)CC1 (stereo unspecified),2.9%,-0.1%,2.3%,-48.5%[inhibitor],-7.1%,-2.5%,-1.3%,-3.8%
CN(CCCn1c(=S)[nH]c2ncccc2c1=O)Cc1ccccc1,-2.5%,-10.6%,-4.0%,-6.6%,-2.1%,8.7%,-5.6%,-2.4%
CCOc1ccc(S(=O)(=O)N(C)C)cc1-c1nc2c(C(C)(C)C)nn(C)c2c(=O)[nH]1,-3.0%,3.4%,?,-12.6%,-5.8%,5.6%,-12.0%,1.6%
CCCOCC(O)CC(CC)C(=O)NNC(=S)Nc1ccccc1 (stereo unspecified),-4.9%,?,-10.6%,-3.1%,0.7%,?,-11.1%,-5.5%
O=C(Nc1ccccc1-c1nnn(CC(=O)N2CCCc3ccccc32)n1)c1ccco1,-1.1%,-8.2%,-8.8%,-23.6%,-13.2%,-9.6%,?,7.8%
CN1CCN(C(=O)/C(=C\c2ccccc2)c2ccccc2)CC1,-2.7%,-5.1%,?,8.4%,-4.3%,-3.5%,-12.3%,-7.8%
CC1(C)S/C(=N/N=C/c2ccco2)NC1=O,-0.9%,-1.2%,2.2%,14.9%[10 µM],-1.3%,-0.4%,3.7%,3.8%
CSc1oc(-c2ccccc2)nc1S(=O)(=O)c1ccc(C)cc1,-2.9%,-3.8%,-2.5%,2.8%[10 µM],-5.5%,4.2%,-21.3%,3.0%
Cc1ccc(-n2nnnc2-c2ccccc2)cc1,1.0%,-3.2%,4.0%,-36.3%,-3.2%,7.0%,-6.1%,9.6%
C=CCn1c(SCC(=O)Nc2sccc2C(N)=O)nc2sc(C)c(C)c2c1=O,-4.8%,?,-1.4%,-20.6%[10 µM],-5.7%,0.7%,-5.8%,15.4%
Cc1ccc(NC(=S)N(CCN(C)C)C(C)c2ccco2)cc1Cl (stereo unspecified),6.1%,-3.8%,1.7%,14.0%[10 µM],·,-12.8%,-5.5%,3.6%

# Whole records from above:
# COCCNC(=O)C(c1ccc(C)o1)N(CC1CCCO1)C(=O)Cn1nnc2ccccc21 (stereo unspecified) across the screens: GAA spleen mod: 0.1%; Tau fibril ThT: 1.3%; Tau fibril FP: -0.9%; HTT ATP protect: 2.3%[10 µM]; GAA inh: -11.9%; GAA glycogen mod: 7.4%; Tau fluor cs: 7.1%; aGal spleen mod: 0.6%
# Cc1ccc(N2C(=O)CCC2(C(N)=O)c2ccccc2)cc1 (stereo unspecified) across the screens: GAA spleen mod: 4.5%; Tau fibril ThT: 5.7%; Tau fibril FP: -5.8%; HTT ATP protect: ·; GAA inh: -7.3%; GAA glycogen mod: 1.4%; Tau fluor cs: 3.4%; aGal spleen mod: 3.0%

# (listing goes on)
smiles,GAA spleen mod,Tau fibril ThT,Tau fibril FP,HTT ATP protect,GAA inh,GAA glycogen mod,Tau fluor cs,aGal spleen mod
O=C(O)c1cc(-c2ccccc2)c(N2CCOCC2)s1,-3.2%,-16.8%,4.9%,-30.3%,1.6%,-6.7%,-7.6%,-6.5%
CN(C)c1ccc(N2CC(C)(C)C2=O)cc1,2.4%,-2.3%,8.0%,-45.4%[inhibitor],5.2%,?,-3.3%,2.2%
CCn1c(=O)n(CCOC)c(=O)c2c3c(sc21)CCCC3,2.2%,-2.3%,-1.4%,9.0%[1.9 µM],-6.9%,-1.7%,-4.4%,-2.7%
CCCCc1ccc(NC(=O)C(=O)NCCN2CCN(Cc3ccc([N+](=O)[O-])cc3)CC2)cc1,·,-5.9%,9.8%,-6.7%,-3.1%,5.1%,2.4%,5.2%
Cc1cc(C(=O)N2CCN(c3ncccc3C#N)CC2)no1,-1.4%,-2.0%,-6.4%,-0.4%[10 µM],7.4%,5.0%,-3.7%,4.6%
Cc1ccc(-c2nn(CC(=O)Nc3ccc4c(c3)nc3n4CCOC3)c(=O)c3ccccc23)cc1,-1.7%,10.3%,-7.3%,-12.1%,-2.5%,14.6%,2.9%,8.4%
O=C(CSc1n[nH]c(-c2ccc(S(=O)(=O)NC3CCCCC3)cc2)n1)N1CCCC1,5.5%,1.9%,-2.6%,5.0%,-11.8%,-0.1%,-4.1%,12.1%
O=C(NCc1ccc2c(c1)OCO2)C1CC(c2ccc(Cl)cc2)=NO1 (stereo unspecified),4.9%,-4.5%,-1.4%,-11.2%,-2.0%,6.3%,-4.9%,6.4%
COc1ccc(CNC(=O)CSc2ncnc3nc[nH]c23)cc1,0.1%,-1.8%,6.6%,6.0%[10 µM],-6.8%,9.5%,-0.8%,-22.1%
O=C(NC(=S)N1CCN(c2ccc(C(F)(F)F)cc2[N+](=O)[O-])CC1)c1cccs1,-4.4%,?,-1.3%,-5.6%[10 µM],4.6%,9.3%,?,-8.3%
CCOc1ccc2c(c1)nc(SCC(=O)c1ccc(Br)s1)n2C,1.1%,?,-2.2%,-3.4%,1.6%,0.9%,-11.9%,6.1%
Cn1cnnc1Sc1ccc(C(=O)NCCC(c2ccccc2)c2ccccc2)cc1[N+](=O)[O-],1.4%,-20.9%,2.5%,?,-8.9%,-11.4%,-29.6%,1.2%
CCN(CC)P(=O)(Nc1ccccc1Br)c1ccc(N(C)C)cc1NC(=O)c1ccco1 (stereo unspecified),2.5%,-10.3%,8.2%,6.1%,-10.4%,1.0%,-6.0%,6.6%
CCS(=O)(=O)c1ccc(O)c(NC(=O)NC2CCCCC2)c1,6.1%,·,9.2%,8.0%[10 µM],·,4.5%,-29.8%,-9.6%
CCC(C)NS(=O)(=O)c1ccc(NC(=O)C(Sc2ccccc2)c2ccccc2)cc1 (stereo unspecified),0.9%,5.7%,?,-1.7%[10 µM],-2.6%,-9.6%,?,2.5%
O=C(O)CSc1nc2ccc(Cl)cc2[nH]1,0.4%,9.4%,-0.6%,-19.5%,-3.5%,-6.7%,11.8%,4.2%
Cc1ccc(-n2nc3ccc(NC(=O)c4ccco4)cc3n2)cc1,4.7%,?,-9.5%,-1.0%,1.1%,4.3%,-23.4%,11.2%
O=C(CSc1ccc2nnc(-c3ccccn3)n2n1)Nc1ccc2c(c1)OCO2,1.2%,-16.0%,2.2%,11.0%,1.0%,1.1%,-3.3%,6.3%
Cc1nn(-c2ccccc2)nc1CNS(C)(=O)=O,-3.0%,9.1%,-12.0%,14.2%[10 µM],·,3.5%,2.4%,-7.6%
O=C(NCC(=O)N(c1cccc(F)c1)C(C(=O)NCC1CCCO1)c1ccccc1)c1ccco1 (stereo unspecified),1.3%,2.2%,5.0%,1.4%[10 µM],2.3%,6.7%,4.2%,-5.6%
CCN1/C(=C\C(C)=O)Sc2ccc(OC)cc21,-5.9%,-13.8%,-3.6%,-11.9%,?,3.6%,-10.9%,-13.6%
COc1cccc(-n2c(SC3CCOC3=O)nc3ccccc3c2=O)c1 (stereo unspecified),0.1%,-0.1%,2.1%,6.3%[10 µM],-0.8%,-6.4%,2.5%,1.9%
O=C(NCc1ccccn1)C(=O)Nc1nc(C23CC4CC(CC(C4)C2)C3)cs1,-5.6%,?,-14.0%,-13.3%[10 µM],-6.7%,-17.2%,-29.1%,4.2%
O=C(Nc1nc(=S)ss1)c1c(F)cccc1F,0.8%,-3.8%,-8.7%,-22.1%,-5.1%,-9.8%,-8.0%,-0.8%
O=C(CN1C(=O)c2ccccc2S1(=O)=O)Nc1ccc(S(=O)(=O)N2CCCC2)cc1,-15.9%,0.4%,5.7%,-4.9%[0.074 µM],-10.6%,-3.6%,-0.9%,-11.0%
CCOC(=O)c1sc2nc(C)nc(SCC(=O)N(CC)C3CCS(=O)(=O)C3)c2c1C (stereo unspecified),·,-10.7%,7.9%,4.2%,-2.7%,-5.9%,2.4%,-2.4%
COc1ccc(C(=O)NCC2OCCc3ccccc32)cc1OC (stereo unspecified),-0.3%,-3.9%,0.5%,-1.5%[10 µM],6.5%,17.6%,-1.7%,-1.6%
COc1ccc(CNC(=O)CN2C(=O)C3C4C=CC(C4)C3C2=O)cc1 (stereo unspecified),-3.2%,-10.2%,2.3%,-20.8%,1.2%,0.3%,-8.9%,-0.2%

# Tau fibril ThT: entries above that show a hit.
SMILES	GAA spleen mod	Tau fibril ThT	Tau fibril FP	GAA inh	GAA glycogen mod
CCc1sc(/C=C(/C#N)C(N)=S)cc1[N+](=O)[O-]	0.1%	28.2µM*	?	?	-13.7%
